GALK inhibitor: galactokinase (human) inhibition | Purified GALK, Kinase-Glo residual ATP luminescence | Potency, µM (doses to about 57.5 µM), without a hit: top-dose activity change, negative = inhibition, actives largely listed as inhibitors | actives 0.007% (n = 270,000) | AID 1868; further: potency means the concentration at half of the fitted maximal effect
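Quantitative HTS: GALK 5 nM, ATP 35 uM, galactose 100 uM, 1 h room temperature, then luciferase-based ATP detection.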
KCNH2 3.1 inh: blocks the human KCNH2 3.1 channel isoform; U2OS KCNH2 3.1, thallium flux FluxOr; stronger effect = lower value; activity change, % (tested at about 1.8 µM); actives 0.95% (n = 340,000); AID 720553;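 active means maximum activity change below -70%; inconclusive means maximum activity change from -70% to -50%; inactive means maximum activity change above -50%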;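 further: thallium influx rate constant from kinetic fluorescence after stimulation buffer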
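Steps: virus added to U2OS suspension (4 h, RT, dark); medium with 10% FBS added, cells plated, 37 C overnight; FluxOr/Red40 loading buffer 45 min RT; stimulation buffer, 2 min kinetic read; rate constant normalized.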
Giardia kill: Giardia lamblia killing; Giardia lamblia trophozoite viability; activity change, % at 7.66 µM, hits read low; actives 0.15% (n = 340,000); AID 540267; in the data active means activity change below about -80%; inconclusive means between about -30% and that limit;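 further: parasites exposed to compound for two days anaerobically before the ATP read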
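Trophozoite viability was measured as ATP-dependent luminescence, read 15-30 min after reagent addition. Before that, parasites at 100 cells/well were exposed to compounds for 48 h, anaerobically, at 37 deg C.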
B2AR arrestin: recruits beta-arrestin to the human beta2-adrenergic receptor | P07550 | beta-arrestin recruitment to beta2AR, cell-based reporter | Potency, µM (titrated, usually from 46.1 µM), for inactives: top-dose activation, hits mostly activators | actives 0.02% (n = 330,000);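 further: potency means the concentration at half of the fitted maximal effect; 0% = DMSO controls and full agonism = EC100 isoproterenol or metaproterenol; nearly all actives have a fitted effect of over 65% in size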
uPA surface inh: inhibitors of cell surface uPA generation. cell surface uPA generation assay, qHTS. Potency, µM (series often up to 38.3 µM), without a hit: top-dose activity change, negative = inhibition, usual class: inhibitors. actives 0.31% (n = 330,000); active means well fitted inhibition curve with a large enough effect; inconclusive means small, poorly fitted or top-dose-only effect; inactive means no such curve, though single readings can be large or run the other way; tested in mouse RAW 264.7 cells; further: potency means the concentration at half of the fitted maximal effect; nearly all actives have a fitted effect of over 55% in size
USP2a inh: blocks human ubiquitin-specific protease USP2a | Potency, µM (top dose mostly 38.3 µM), inactives show top-dose activity change, negative = inhibition, hits mostly inhibitors | USP2 core, Ub-CHOP2 coupled fluorogenic reporter, 485/531 | actives 0.01% (n = 330,000) | O75604 | AID 463254;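 further: potency means the concentration at half of the fitted maximal effect; plate controls were DMSO wells for no effect and full inhibition by NEM control for full effect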
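USP2 core (10nM final) preincubated 30min RT with compound in 20mM Tris-HCl pH 8.0, 2mM CaCl2, 2mM beta-mercaptoethanol, 0.05% CHAPS; 25nM Ub-CHOP2 plus 25nM reporter substrate added, fluorescence (Ex485/Em531) read after 60min.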
PKM2 activator: PKM2 (human) enzyme activation; P14618; purified PKM2, Kinase-Glo ATP luminescence, activation; response scale: 0% is enzyme alone, no compound; Potency, µM (highest dose often 57.5 µM), for inactives: at the top dose activation, hits mostly activators; actives 0.34% (n = 260,000); AID 1631; further: potency means the concentration at half of the fitted maximal effect; nearly all actives have a fitted effect of over 55% in size
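Purified hPK-M2 (>95% pure) converted ADP (0.1 mM final) to ATP with 0.5 mM PEP in 50 mM imidazole pH7.2, KCl, MgCl2, Tween 20, BSA; 1 h at room temperature. ATP detected by Kinase-Glo luminescence.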
KCNH2 WT inh: blocks the wildtype human KCNH2 potassium channel. Q12809. U2OS, BacMam KCNH2, thallium flux FluxOr; stronger effect = lower value. activity change, % at 1.84 µM. actives 0.37% (n = 340,000). AID 720551;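 active means maximum activity change below -70%; inconclusive means maximum activity change between -70% and -50%; inactive means maximum activity change above -50%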
Target sequence (Q12809 whole entry, looked up): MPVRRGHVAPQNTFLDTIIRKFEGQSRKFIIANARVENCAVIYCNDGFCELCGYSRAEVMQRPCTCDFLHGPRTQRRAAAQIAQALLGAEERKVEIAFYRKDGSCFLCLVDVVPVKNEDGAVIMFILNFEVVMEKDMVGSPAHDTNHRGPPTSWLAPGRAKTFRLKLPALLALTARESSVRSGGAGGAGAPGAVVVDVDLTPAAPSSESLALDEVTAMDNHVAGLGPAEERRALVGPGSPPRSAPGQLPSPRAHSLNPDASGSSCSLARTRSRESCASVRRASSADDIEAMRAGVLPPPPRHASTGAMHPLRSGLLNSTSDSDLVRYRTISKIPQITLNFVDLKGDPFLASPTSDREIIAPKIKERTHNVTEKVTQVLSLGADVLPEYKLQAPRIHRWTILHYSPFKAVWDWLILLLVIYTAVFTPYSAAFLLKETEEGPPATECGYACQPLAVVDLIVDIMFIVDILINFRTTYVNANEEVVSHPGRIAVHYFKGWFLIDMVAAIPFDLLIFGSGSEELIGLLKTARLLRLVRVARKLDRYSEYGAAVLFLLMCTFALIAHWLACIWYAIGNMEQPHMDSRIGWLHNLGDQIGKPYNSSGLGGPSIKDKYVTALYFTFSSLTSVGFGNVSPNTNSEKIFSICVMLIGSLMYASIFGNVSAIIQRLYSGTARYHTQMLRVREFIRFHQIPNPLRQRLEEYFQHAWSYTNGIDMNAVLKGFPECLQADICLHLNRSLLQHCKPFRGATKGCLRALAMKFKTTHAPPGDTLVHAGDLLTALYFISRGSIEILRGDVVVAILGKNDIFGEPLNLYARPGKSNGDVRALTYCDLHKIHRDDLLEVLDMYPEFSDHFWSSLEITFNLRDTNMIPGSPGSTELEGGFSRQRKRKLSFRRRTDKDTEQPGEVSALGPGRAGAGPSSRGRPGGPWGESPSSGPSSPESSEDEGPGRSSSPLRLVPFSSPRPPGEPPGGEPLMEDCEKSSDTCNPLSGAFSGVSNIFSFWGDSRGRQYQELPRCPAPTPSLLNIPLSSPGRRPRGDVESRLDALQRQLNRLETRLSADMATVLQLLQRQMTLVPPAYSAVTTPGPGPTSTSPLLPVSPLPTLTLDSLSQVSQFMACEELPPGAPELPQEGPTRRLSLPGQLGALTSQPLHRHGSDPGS
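U2OS cells were transduced with wild-type KCNH2 virus (2.03 x 10^8 / mL) for 4 h at room temperature, then cultured overnight at 37 C. Thallium flux was read with FluxOr dye. Rate constants were normalized to DMSO controls.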
Eya2 inh: inhibitors of human Eya2 phosphatase activity. O00167. recombinant Eya2, OMFP fluorescence dephosphorylation (OMFP is methylfluorescein phosphate). Potency, µM (doses to about 76.9 µM), for inactives: at the highest dose activity, negative = inhibition, usual class: inhibitors. actives 0.006% (n = 330,000); further: potency means the concentration at half of the fitted maximal effect
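Eya2 protein (added as 0.2 uM solution) was preincubated with compound for 10 min at ambient temperature in 50 mM HEPES pH 7.5, 50 mM NaCl, 5 uM MgCl2, 0.05% BSA, 1 mM DTT. OMFP (added at 50 uM) then reacted 10 min; fluorescence read at 485/525 nm.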
BCR signal inh: inhibitors of chronic active B-cell receptor signaling; ABC-DLBCL IkBa-CBG/CBR reporter, luminescence ratio, 4 h; Potency, µM (titrated, usually from 46.1 µM), for inactives: top-dose ratio change, negative = lower green/red ratio, most hits filed as inhibitors; actives 0.05% (n = 340,000); AID 493014; active means well fitted inhibition curve with a large enough effect in the signal ratio, with a control signal flat, not every such curve was filed as active; inconclusive means small, poorly fitted or top-dose-only effect, or effect the other way, or a change in a side signal; the % refers to the signal ratio;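 further: potency means the concentration at half of the fitted maximal effect; plate controls were basal doxycycline-induced cells for no effect and cells given 10 µM MG132 for full effect; MG132 reads +100%, hits lower the ratio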
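TMD8 human ABC-DLBCL cells with doxycycline-inducible IκBα–green luciferase fusion and unfused red luciferase, in 0.5% FBS medium; compounds up to 46 uM, 4 h at 37C. Green/red luminescence ratio, filter-overlap corrected, fitted to concentration-response curves.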
Coupling enz: coupling enzyme interference in Giardia aldolase counter-screen. coupling enzyme system counterscreen, AmpLite Red fluorescence. actives 0.67% (n = 290,000). activity change, negative = inhibition, % at 58.2 µM, hits read low; in the data active means activity change below about -30%
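Counterscreen of the coupled detection system alone, without aldolase: glyceraldehyde-3-phosphate coupling enzymes plus AmpLite Red readout. Compounds at 57.5 uM final, 10 min RT preincubation, 20 min RT reaction, fluorescence 525/598 nm.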
Numbers without * were called inactive; ? = inconclusive; . = not tested or not shown; & = joins results of further samples; [ ] = another dose, or the depositor's remark. Unless noted, the call rests on the fitted dose curve; in most records, active means well fitted curve in the direction sought with a large enough effect; inconclusive means small, poorly fitted or top-dose-only effect, or another doubt; inactive means no such curve, though single readings can be large; an effect the other way counts as inactive or inconclusive. Unless noted, on the % scale 0 is the no-effect control and ±100 the full control effect.

SMILES	GALK inhibitor	KCNH2 3.1 inh	Giardia kill	B2AR arrestin	uPA surface inh	USP2a inh	PKM2 activator	KCNH2 WT inh	Eya2 inh	BCR signal inh	Coupling enz
O=C1C2C3C=CC(C3)C2C(=O)N1Cc1ccc(CN2C(=O)C3C4C=CC(C4)C3C2=O)cc1 (configuration not stated)	0%	9	12	0.3%	0%	5%	3%	7	4%	3%	0
COc1cnc(-c2ccccn2)[nH]c1=O	0%	-3	-18	0.2%	2%	-1%	1%	-7	-28%	-5%	-64*
CCCC(=O)Nc1nnc(C2CCCO2)s1 (configuration not stated)	4%	4	-10	0.4%	1%	1%	2%	-16	5%	5%	0
Cc1nc(SCC(=O)NC2CCS(=O)(=O)C2)c2c3c(sc2n1)CCC3 (configuration not stated)	.	-8	9	0.0%	-1%	1%	.	9	3%	0%	.
Cn1cc2cccc([N+](=O)[O-])c2n1	10%	.	5	0.1%	6%	2%	0%	-10	-21%	0%	-1
CCCNC(=O)c1noc2c1CCc1cc(OC)ccc1-2	-2%	17	?	0.3%	-9%	3%	-6%	-11	-13%	?	-5
CCCCCn1cnnc1SCC(=O)c1ccc2c(c1)OCO2	.	16	18	-0.1%	4%	6%	.	-3	-2%	-1%	.
NCCSc1c(-c2ccc(F)cc2)[nH]c2ccccc12	0%	-1	-3	-0.6%	3%	3%	-2%	16	5%	7%	-1
Cc1cccc(OCCCC(=O)Nc2nccs2)c1C	-3%	4	5	0.4%	4%	9%	6%	-1	-9%	0%	2
CC1Cc2ccccc2N1c1nc(C2CC2)nc2c1nnn2Cc1ccccc1 (configuration not stated)	0%	-3	-4	0.0%	4%	1%	-8%	5	4%	20%	1
O=C(COC(=O)/C=C/c1cccc(C(F)(F)F)c1)NC(=O)NC1CCCC1	.	10	11	-0.5%	0%	-1%	.	7	3%	4%	.
COc1ccccc1/C=C(\NC(=O)c1ccc(OC)c(OC)c1)C(=O)Nc1ccc([N+](=O)[O-])cc1	2%	-31	24	0.3%	6%	3%	-6%	6	0%	-6%	4
Cc1ccc(CNC(=O)CSc2nnc3c(n2)[nH]c2ccc(F)cc23)cc1	3%	10	8	-1.6%	2%	3%	.	0	8%	8%	2
Cc1ccc(C(=O)CSc2nc(N)cc(=O)[nH]2)cc1	-2%	1	0	-0.1%	.	1%	-1%	-10	3%	-2%	2
COc1cc(C(CCN2CCOCC2)c2c(OC)cc(OC)c3c(C)cc(=O)oc23)cc(OC)c1OC (configuration not stated)	-1%	-1	-8&22	0.0%	3%	8%	2%	0	-10%	?	1&1
COc1ccc(NC(=O)c2cc3ccccc3o2)cc1	2%	4	-6	-1.0%	-9%	1%	1%	-3	12%	?	-13
CC(C)CNC(=O)NC(=O)COC(=O)C1CSC2(c3ccc(F)cc3)CCC(=O)N12 (configuration not stated)	-1%	-3	2	0.2%	-3%	-1%	2%	-5	3%	3%	2
Cc1cccc(OCCC(=O)Nc2nnc(C)s2)c1	-1%	-16	7	-0.3%	5%	2%	0%	4	-4%	3%	0
COc1cccc(CNC(=O)CNS(=O)(=O)c2ccc(Br)s2)c1	-1%	-2	12	-0.2%	12%	0%	-1%	16	23%	-13%	14
COCCNCCCOc1ccc(C(C)(C)c2ccccc2)cc1	1%	-4	14	2.9%	4%	1%	-16%	-28	-3%	-1%	-3
COc1ccc(CCNC2CC(=O)N(C)C2=O)cc1OC (configuration not stated)	0%	12	-1	-0.6%	.	5%	5%	-17	-7%	5%	0
CSc1nccc(Nc2ccccc2)c1C#N	0%	9	-8	-0.1%	2%	-1%	1%	-4	8%	?	1
CCOC(=O)CNC=C(C(=O)OCC)C(=O)OCC	1%	-11	46[activator]	-0.1%	-8%	1%	1%	7	-29%	10%	-1
CC1CCc2nc(N)c(C#N)c(-c3ccncc3)c2C1 (configuration not stated)	-2%	-3	-6	0.0%	-2%	-2%	-14%	6	1%	9%	0
COc1cc(/C=C(\C#N)c2nc3ccccc3s2)cc([N+](=O)[O-])c1O	-2%	6	?	-0.1%	6%	2%	-5%	-4	-5%	3%	-2
O=C(Nc1ccncc1)c1ccccc1Cl	.	0	?	0.3%	9%	0%	.	-3	2%	?	-1
Cc1cnc(C(=O)OCC(=O)N2CCN(C(=O)c3ccco3)CC2)cn1	7%	17	?	0.4%	3%	3%	4%	10	2%	1%	1
COc1ccc(CCN2CC(C(=O)NCCN3CCNC3=O)CCC2=O)cc1 (configuration not stated)	2%	-1	-23	-0.1%	7%	4%	.	-16	-6%	0%	5
CC(=O)C1C(c2ccc([N+](=O)[O-])cc2)C2C(C)=NN=C2CC1(C)O (configuration not stated)	2%	16	-5	-0.3%	1%	7%	-1%	-2	-27%	3%	2
O=C(Nc1ccc(Cl)c(Cl)c1)Nc1ccc([N+](=O)[O-])cn1	-5%	-1	-15	-0.2%	10%	0%	-12%	5	-10%	10%	-3
Cn1c(=O)c2cn3ncccc3c2n(C)c1=O	-5%	.	.	-0.2%	.	0%	14%	.	8%	2%	-2
O=C(NCc1ccccc1)C(c1ccccc1)N(C(=O)c1csnn1)c1ccccc1 (configuration not stated)	-2%	20	2	-0.2%	5%	-1%	.	1	-4%	2%	1
CC(=O)Nc1ccc(S(=O)(=O)NC(C)C(=O)NCC(c2ccco2)N2CCCCC2)cc1 (configuration not stated)	.	2	?	-1.0%	-28%	3%	.	-6	3%	3%	.
COc1ccccc1-n1c(-c2cc(-c3ccco3)[nH]n2)n[nH]c1=S	0%	12	7	-0.2%	17%	0%	0%	8	5%	-17%	-6
O=C(Cn1nnc(-c2ccccc2)n1)OCc1ccccc1	-4%	1	-3	-0.3%	4%	3%	-5%	0	1%	-13%	2
CCOc1ccc(C(=O)Nc2cccc3cccnc23)cc1	-2%	-6	5	-0.4%	-1%	1%	-10%	-5	-3%	6%	-2
COc1ccccc1NS(=O)(=O)c1cc(NC(=O)c2ccncc2)ccc1N1CCOCC1	3%	7	3	-1.7%	4%	2%	-17%	3	12%	?	3
CCC(C)S(=O)(=O)c1snnc1C (configuration not stated)	-2%	0	0	0.0%	0%	0%	0%	-12	-2%	2%	0
Cc1sc2nc(CSc3nc4ccccc4c(=O)n3CCCN3CCOCC3)[nH]c(=O)c2c1C	-2%	-7	-2	-0.1%	0%	2%	1%	-14	13%	-4%	1
CCOC(=O)c1c(N)sc2c1CCCC2=O	4%	6	4	0.1%	-3%	2%	-7%	-3	-2%	-2%	2
O=C1C2C3C=CC(C4CC34)C2C(=O)N1c1nccs1 (configuration not stated)	0%	11	-21	-1.0%	-12%	0%	0%	-19	-3%	-1%	1
O=C(NCCOC(=O)c1ccncc1)c1ccccc1	5%	16	0	0.2%	-5%	1%	16%	-13	1%	-1%	4
COc1ccc(NC(=O)CN(C)Cc2cccs2)cc1Cl	-1%	-10	-15	0.5%	1%	1%	.	-8	5%	?	0
CCc1nc(SCC(=O)N2CCOCC2)c2c(=O)n(C)c(=O)n(C)c2n1	0%	3	-8	-0.3%	-1%	0%	-25%	4	18%	3%	8
Cc1ccc(S(=O)(=O)N2CCc3ccccc3C2)cc1C	0%	1	-8	-0.6%	1%	2%	.	-3	-4%	1%	1
COC(=O)c1sc(-c2ccc(C(C)(C)C)cc2)cc1NC(=O)/C=C/C(=O)O	.	-10	-27	0.2%	-14%	1%	10%	0	5%	3%	11
COc1ccc(CCNC(=O)CS(=O)(=O)c2cn(CC(=O)N3CCOCC3)c3ccccc23)cc1OC	0%	7	-11	0.3%	-12%	3%	26%	-1	1%	5%	-16
COc1ccc2cc(C(=O)C3CCCN(C(=O)c4cc5nc(C)cc(C)n5n4)C3)ccc2c1 (configuration not stated)	1%	-20	-22	-1.0%	-2%	0%	-1%	-5	1%	-14%	0
CC1=CCC2C(=O)N(c3ccc(C(=O)N4CCCCCC4)cc3)C(=O)C2C1 (configuration not stated)	0%	9	8	0.2%	1%	2%	-12%	5	-26%	10%	-1
CC(=O)N1CCc2cc(S(=O)(=O)NCc3ccc(C)cc3)ccc21	-8%	3	-4	0.2%	2%	1%	.	6	1%	-3%	.

Quoted from the listing.
Value of COc1ccc2cc(C(=O)C3CCCN(C(=O)c4cc5nc(C)cc(C)n5n4)C3)ccc2c1 (configuration not stated) under KCNH2 3.1 inh: -20
Value of COC(=O)c1sc(-c2ccc(C(C)(C)C)cc2)cc1NC(=O)/C=C/C(=O)O under PKM2 activator: 10%

2 entries from above, with values under each structure:
Value order: GALK inhibitor	KCNH2 3.1 inh	Giardia kill	B2AR arrestin	uPA surface inh	USP2a inh	PKM2 activator	KCNH2 WT inh	Eya2 inh	BCR signal inh	Coupling enz
COc1ccc2cc(C(=O)C3CCCN(C(=O)c4cc5nc(C)cc(C)n5n4)C3)ccc2c1 (configuration not stated)
    1%	-20	-22	-1.0%	-2%	0%	-1%	-5	1%	-14%	0
CC1=CCC2C(=O)N(c3ccc(C(=O)N4CCCCCC4)cc3)C(=O)C2C1 (configuration not stated)
    0%	9	8	0.2%	1%	2%	-12%	5	-26%	10%	-1
